# Bioassay records: PubChem BioAssay, National Center for Advancing Translational Sciences (NCATS)
# EPAC2 agonist – EPAC2 (human) agonism. Q8WZA2. EPAC2 activation, biochemical qHTS; response scale: 100% = 6.5 mM cAMP response. Potency, µM (top dose mostly 154 µM), for the others: at the highest dose activation, actives largely listed as activators. 0.079% of 360,000 active. AID 720711; also: potency is read from the fitted curve at half-maximal effect; nearly all actives have a fitted effect of over 50% in size
#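 Setup: EPAC2 100 nM, labeled Rap1B complex 250 nM, free GDP 50 uM. Compound titrations pinned in, brief spin, 5 min room temperature incubation. Kinetic fluorescence read over 30 min, normalized to 6.5 mM cAMP.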
# pAkt inh – blocks phosphorylation of Akt; Neuro2A IGF-stimulated pAkt S473 HTRF, 20 min; active compounds read low; 0.32% of 360,000 active; AID 651550; activity change, % for hits at 50 µM; in the data active = activity change below about -80%; inconclusive = mostly about -51% to -80%; also: % is scaled to controls: 0 for no effect and ±100 for the full control effect
#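 Neuro2A cells in DMEM with 0.5% FBS, overnight at 37 deg C, given compound at single 50 µM final, then IGF (6 nM final) for 20 min at 37 deg C. Lysed; phospho-Akt Ser473 by HTRF after 24 h, 665/615 ratio.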
# EPAC2 antagonist – antagonists of human EPAC2; Q8WZA2; EPAC2 GEF exchange of Rap1B-BODIPY-GDP, fluorescence; Potency, µM (highest dose often 114 µM), for inactives: top-dose activity, negative = inhibition, hits mostly inhibitors; 0.18% of 360,000 active; also: potency is read from the fitted curve at half-maximal effect; % is scaled to controls: 0 for no effect and ±100 for the full control effect; nearly all actives have a fitted effect of over 45% in size; many of its hits are not listed in these tables
# PTHR1 agonist – agonists of human PTHR1 parathyroid hormone receptor. Q03431. HEK293 GP2 PTHR1 cells, GloSensor cAMP luminescence, 1 h. Potency, µM (top dose mostly 115 µM), inactives show at the top dose activation, actives largely listed as activators. 0.075% of 410,000 active; also: potency is read from the fitted curve at half-maximal effect; nearly all actives have a fitted effect of over 55% in size; some results filed as inactive show a strong effect at the top dose; inactives centre near -15; many of its hits are not listed in these tables
# Target sequence (Q03431 whole entry, looked up): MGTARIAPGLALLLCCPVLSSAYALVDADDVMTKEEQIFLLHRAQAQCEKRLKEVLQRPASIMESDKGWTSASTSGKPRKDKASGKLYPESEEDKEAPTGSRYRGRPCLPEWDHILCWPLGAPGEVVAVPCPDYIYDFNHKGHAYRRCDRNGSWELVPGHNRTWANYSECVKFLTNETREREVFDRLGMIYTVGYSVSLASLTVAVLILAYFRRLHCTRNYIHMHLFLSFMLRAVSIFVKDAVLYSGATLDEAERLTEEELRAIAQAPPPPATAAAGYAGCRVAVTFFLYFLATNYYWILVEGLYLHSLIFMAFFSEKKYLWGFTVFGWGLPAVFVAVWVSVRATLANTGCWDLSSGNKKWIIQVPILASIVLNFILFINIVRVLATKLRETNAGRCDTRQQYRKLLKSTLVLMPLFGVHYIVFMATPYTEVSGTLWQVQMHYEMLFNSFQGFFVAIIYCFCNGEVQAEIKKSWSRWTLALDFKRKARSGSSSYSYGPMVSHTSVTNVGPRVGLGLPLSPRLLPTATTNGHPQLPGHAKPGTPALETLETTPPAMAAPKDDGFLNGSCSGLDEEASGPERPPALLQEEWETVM
#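 HEK-293-derived GP2 cells expressing PTHR1 and a GloSensor cAMP reporter, 3,000/well, plated overnight, given luciferin plus IBMX (each 0.5 mM as added) for 1 h at 37 °C, then compound for 1 h at 37 °C. Luminescence was read after 15 min at room temperature.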
# CCT chaperon mod – changes cytosolic chaperonin activity | purified chaperonin ATPase assay, HTRF ADP detection, 30 min | 0.3% of 360,000 active | activity change, % (concentration not given with the values), hits read low | AID 651819; in the data active = activity change below about -30%; also: % is scaled to controls: 0 for no effect and ±100 for the full control effect
#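 Nucleotide hydrolysis assay: TRiC at 20–40 nM final (set by batch activity) with 10 uM ATP, 30 min at 37 °C, in presence of 76 uM compound. Detection by competitive ADP HTRF, 30 min ambient.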
# D3 antag – D3 dopamine receptor (human) antagonism; P35462; D3R cells, DiscoveRx beta-arrestin luminescence, antagonist mode; active compounds read low; max response, negative = inhibition, %; 2.5% of 360,000 active; AID 652054; in the data active = max response below about -50%; inconclusive = no clear call, values can overlap the other calls; also: % is scaled to controls: 0 for no effect and ±100 for the full control effect; mostly tested at two doses, the higher about 12 µM
# Target sequence (P35462 whole entry, looked up): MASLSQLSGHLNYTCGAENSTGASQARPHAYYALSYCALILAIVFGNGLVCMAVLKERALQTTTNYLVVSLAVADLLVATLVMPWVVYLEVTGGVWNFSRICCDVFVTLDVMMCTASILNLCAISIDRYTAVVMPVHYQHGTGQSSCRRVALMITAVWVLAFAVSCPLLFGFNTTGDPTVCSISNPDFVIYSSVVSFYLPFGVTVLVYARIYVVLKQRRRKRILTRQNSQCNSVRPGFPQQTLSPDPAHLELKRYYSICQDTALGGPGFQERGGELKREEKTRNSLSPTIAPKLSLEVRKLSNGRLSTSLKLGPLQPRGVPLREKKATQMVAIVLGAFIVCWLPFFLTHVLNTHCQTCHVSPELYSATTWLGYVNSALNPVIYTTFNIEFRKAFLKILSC
#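 Cells expressing the human receptor were seeded at 1500 cells/well, incubated overnight at 37 degrees C in 5% CO2, then exposed to library compounds with dopamine controls for 90 minutes at 37 degrees C before luminescent detection.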
# MmCpn inh – blocks the Methanococcus maripaludis chaperonin Mm-Cpn | purified Mm-Cpn ATPase, ADP Transcreener TR-FRET | Potency, µM (doses to about 76.9 µM), for inactives: at the top dose activity, negative = inhibition, usual class: inhibitors | 0.031% of 330,000 active; also: potency is read from the fitted curve at half-maximal effect; % is scaled to controls: 0 for no effect and ±100 for the full control effect; nearly all actives have a fitted effect of over 80% in size
#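 ATPase read-out: TR-FRET ADP immunoassay (anti-ADP Eu cryptate vs ADP-d2), ex 320 nm, em 590/665 nm; signal drops as ADP forms. Enzyme 25 nM, ATP 10 uM, 30 min at 37°C after 10 min compound preincubation.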
# D3 ag – agonists of human D3 dopamine receptor | P35462 | D3R DiscoveRx beta-arrestin cells, luminescence, 90 min | max activation, % | 0.58% of 410,000 active | AID 652048; in the data active = max activation above about 30%; also: 0% is about no effect; mostly tested at two doses, the higher about 12 µM
#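 Cells at 1500/well, incubated overnight, then treated with pinned compounds (dopamine as control) for 90 min at 37 degrees C. DiscoveRx reagent added for 30 - 60 minutes at room temperature; luminescence read.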
# Numbers without * were called inactive; i = inactive; ? = inconclusive; nt = no result given; & = joins results of further samples; [ ] = remark or other dose. Unless noted, calls follow the shape of the dose curve; as a rule, active = well fitted curve in the direction sought with a large enough effect; inconclusive = small, poorly fitted or top-dose-only effect, or another doubt; inactive = no such curve, though single readings can be large; an effect the other way counts as inactive or inconclusive. These rows are one share of the data, so the mix of outcomes need not match the whole.
SMILES,EPAC2 agonist,pAkt inh,EPAC2 antagonist,PTHR1 agonist,CCT chaperon mod,D3 antag,MmCpn inh,D3 ag
CN(C)CCCNC(=O)/C(=N\O)c1ccccc1,2%,i,24%,i,1.1,-14,1%,1
COc1cc(CCC(=O)N2CCN(c3cccc(C)c3C)CC2)cc(OC)c1OC,8%,i,-13%,-27%,1.4,-14,-3%,7
CCCc1cc(C(=O)N2CCN(c3ccccc3C)CC2)cs1,18%,i,-8%,-16%,0.0,6,0%,-14
Cc1ccc(OC2CCN(C(=O)[C@H]3O[C@@H](n4ccc(=O)[nH]c4=O)[C@H](O)[C@@H]3O)CC2)cc1,10%,i,11%,-5%,-0.4,0,nt,-26
Cc1c(Cl)cccc1NC(=O)N1CCCC1,0%,i,2%,i,-1.1,14,1%,3
COc1cccc(C(=O)CSc2nnc(COc3cccc4cccnc34)o2)c1,0%,i,7%,i,0.9,-11,-4%,8
Cc1cc(=O)n(CC(=O)O)c2ccccc12,5%,i,0%,-27%,-2.8,6,2%,19
CC(=O)N1c2ccc(S(=O)(=O)NCCC(=O)N3CCC(C)CC3)cc2CC1C (centres undefined),4%,i,11%,-14%,-0.8,-1,1%,2
COc1ccc(-c2sc3ccccc3c2-c2ccc(OCCN(C)C)cc2)cc1,17%,i,-22%,-19%,5.2,-25,-1%,-48
CN(C)/C=N/c1cc(=O)[nH]c(=O)n1Cc1ccccc1,4%,i,13%,-3%,2.7,-1,2%,1
COc1ccc(S(=O)(=O)N2CCCCC2)cc1NC(=O)c1ccc(N2CCCC2=O)cc1,6%,i,0%,-8%,-1.2,-8,-9%,0
O=C(O)c1cc(N/N=C/c2ccc(-c3ccccc3)cc2)ccc1Cl,-4%,i,-24%,-34%,-5.3,6,2%,4
CCOC(=O)NC(=O)COC(=O)c1ccc(Sc2ncn[nH]2)c([N+](=O)[O-])c1,-1%,i,2%,-10%,0.5,-5,0%,-9
COc1ccc(/C=N/NC(=O)CN(C)C(=O)OCc2ccccc2)cc1OC,6%,i,-4%,i,0.2,0,0%,2
COc1ccc(NC(=O)C[C@H]2C(=O)N(c3ccc(Br)cc3)C[C@@H]2c2ccc(OC)cc2)cc1,10%,i,5%,-5%,0.4,-6,nt,-10
COc1ccccc1CNc1nc(NCc2cnc(C)cn2)c2sccc2n1,-1%,i,10%,-9%,0.1,-3,nt,1
O=C(Cn1cncn1)N/N=C/c1c2ccccc2cc2ccccc12,-17%,i,-6%,i,-9.2,15,1%,13
Cn1c(SCC(=O)Nc2ccc(F)cc2)nc2c([nH]c3ccccc32)c1=O,13%,i,-15%,-19%&-7%,-2.8,-13,1%,-2&-19
CN(Cc1cccs1)C(=O)c1cc(S(=O)(=O)N2CCOCC2)ccc1F,5%,i,-15%,-7%,1.1,17,2%,1
O=C(NNC(=O)c1ccc(-c2ccccc2)cc1)Nc1ccc(F)cc1F,-2%,i,3%,i,-2.3,14,0%,1
CCN(Cc1ccc(OC)c(F)c1)C(=O)c1cc2ccccc2o1,19%,i,?,i,0.1,1,1%,2
NC(=O)c1ccccc1Nc1nc2nc3ccccc3c(=O)n2cc1Br,13%,i,4%,0%,-0.7,6,-1%,7
COc1ccccc1/C=C1\SC(=S)N(CCC(=O)Nc2ccc(C(=O)O)c(O)c2)C1=O,7%,i,-10%,-8%,-2.7,72,0%,0
CCOc1cc(C(=O)OCc2ccc(C(=O)OC)o2)cc(Br)c1OC,7%,i,-2%,-23%[57.5 µM],-4.6,16,-1%,-1
Cc1ccc(NC(=O)CN2CCN(S(=O)(=O)c3cccs3)CC2)cc1S(=O)(=O)N(C)C,13%,i,10%,0%,2.0,-19,-1%,-15
COc1cc(-c2[nH]ncc2CN(C)Cc2nonc2C)cc(OC)c1OC,9%,i,5%,-33%[inhibitor],-2.8,12,2%,3
CN(Cc1ccc(Cl)c(Cl)c1)C(=O)c1cccc(S(=O)(=O)N2CCN(Cc3ccccc3)CC2)c1,12%,i,3%,-37%[inhibitor],-0.8,4,1%,1
CC(=O)N1c2ccc(S(=O)(=O)N3CCCC3C(=O)Nc3cccc(F)c3)cc2CC1C (centres undefined),2%,i,8%,-43%[inhibitor],-0.9,4,1%,2
CCOC(=O)CN1N=C(c2ccc(Cl)s2)CSC1=O,6%,i,-2%,-35%,-1.2,7,1%,-14
Cc1c(C(=O)Oc2cccc3ccccc23)cnn1-c1ccccc1,13%,i,2%,-18%[57.5 µM],-5.6,5,-1%,3
COc1cccc(NC(=O)CN(C)C(=O)CCCNC(=O)c2ccc(Cl)cc2)c1,3%,i,-4%,-2%,-1.5,-19,-3%,-9
CCN(CC)S(=O)(=O)c1ccc(N2CCCC2)c(NC(=O)c2c(-c3ccccc3)noc2C)c1,-4%,i,-5%,-17%,-0.3,11,0%,2
O=C(O)Cn1ncc2c1-c1ccoc1CC2,-5%,i,22%,-20%,-0.7,-7,-3%,-11
COc1ccc(S(=O)(=O)NC(Cc2ccccc2)C(=O)O)cc1 (centres undefined),8%,i,5%,i,-0.4,19,4%,5
Cc1cc(C(F)(F)F)nn1CC(=O)NCc1cccs1,3%,i,15%,-26%,-0.9,-21,3%,1
COc1ccccc1NC(=O)Nc1ccccc1C#N,4%,i,7%,i,-19,20,-1%,-2
COC(=O)c1nc(-c2ccccc2)oc1N1CCOCC1,-2%,i,6%,-10%,-0.2,-1,-4%,-9
CC1(C)CC(=O)C(Sc2ccccc2[N+](=O)[O-])=C(O)C1,3%,i,13%,-21%,0.7,9,1%,7
COc1ccc(N2CC(C(=O)Nc3nnc(SCc4ccccn4)s3)CC2=O)cc1 (centres undefined),2%,i,6%,i,0.1,-9,-3%,3
O=S(=O)(c1ccc(Br)cc1)N1CCN=C1SCc1cccnc1,7%,i,2%,-38%[inhibitor],-0.8,10,-1%,-1
Cc1cc(C)n(-c2ncccc2[N+](=O)[O-])n1,10%,i,0%,-6%,1.4,15,-3%,4
COc1ccc(NC(=O)C[C@H]2C(=O)N(C3CCCCC3)C[C@@H]2c2ccc(OC)cc2)cc1,12%,i,-10%,i,0.8,2,nt,-2
CCC1CN(C(=O)NCc2cccc(OC)c2)c2ccccc2O1 (centres undefined),10%,i,-16%,i,-3.7,4,1%,-4&12
COC(=O)C1CCN(C(=O)COC(=O)c2cc(-c3ccccc3)nc3ccc(OC)cc23)CC1,8%,i,-6%,-18%,-1.1,-7,-5%,4
S=C(NC1CCCC1)N1CCOCC1,-3%,i,?,6%,0.6,-11,2%,-4
Cc1ccc(C(=O)CSc2nnc(-c3c[nH]c4ccccc34)o2)cc1,-2%,i,19%,i,-2.1,11,2%,-18
NC(CSC1(c2cccc3ccccc23)c2ccccc2-c2ccccc21)C(=O)O (centres undefined),2%,i,?,-10%,-0.3,-1,nt,-3
CC(=O)N(/N=C1\Sc2ccccc2C1=O)c1cccc(C)c1,7%,i,11%,-35%,0.8,22,?,-3

# Compounds listed so far with bromine:
SMILES,EPAC2 agonist,pAkt inh,EPAC2 antagonist,PTHR1 agonist,CCT chaperon mod,D3 antag,MmCpn inh,D3 ag
COc1ccc(NC(=O)C[C@H]2C(=O)N(c3ccc(Br)cc3)C[C@@H]2c2ccc(OC)cc2)cc1,10%,i,5%,-5%,0.4,-6,nt,-10
NC(=O)c1ccccc1Nc1nc2nc3ccccc3c(=O)n2cc1Br,13%,i,4%,0%,-0.7,6,-1%,7
CCOc1cc(C(=O)OCc2ccc(C(=O)OC)o2)cc(Br)c1OC,7%,i,-2%,-23%[57.5 µM],-4.6,16,-1%,-1
O=S(=O)(c1ccc(Br)cc1)N1CCN=C1SCc1cccnc1,7%,i,2%,-38%[inhibitor],-0.8,10,-1%,-1

# Continuation.
SMILES,EPAC2 agonist,pAkt inh,EPAC2 antagonist,PTHR1 agonist,CCT chaperon mod,D3 antag,MmCpn inh,D3 ag
COc1ccc(S(=O)(=O)Nc2cc3c4c(c2)CCN4C(=O)CC3)cc1OC,6%,i,5%,i,4.2,6,2%,4
COc1ccc(CCNC(=O)Cn2cnc3c2c(=O)n(C)c(=O)n3C)cc1OC,11%,i,-4%,-4%[57.5 µM],-6.5,14,2%,-1
COC(=O)c1c2c(nc3ccccc13)CCC2,4%,i,21%,-5%,1.3,-12,-2%,2
O=c1[nH]c(SCc2nc3ccccc3c(=O)n2-c2ccccc2C(F)(F)F)nc2ccccc12,9%,i,5%,-10%,-3.1,3,1%,0
Cc1c(C(=O)NC2CCCCC2)sc2ncnc(N3CCN(c4ccccc4)CC3)c12,7%,i,-7%,-36%[inhibitor],-1.3,-7,-8%,-1
Cc1cc(C)n(-c2nc3c(c(=O)[nH]c(=O)n3C)n2CC(C)C)n1,6%,i,-4%,i,1.4,-1,-1%,2
CCC1(C)Cc2ccccc2-c2nc(NCCO)n(-c3ccccc3)c(=O)c21 (centres undefined),7%,i,-7%,-2%[57.5 µM],-2.5,-10,-1%,0
CN(CC(=O)OCC(=O)NCC(F)(F)F)S(=O)(=O)c1ccc(Cl)cc1,-3%,i,5%,-10%,-0.6,2,1%,-3
CCCc1c(C(=O)N/N=C/c2cccnc2)nnn1-c1nonc1N,1%,i,4%,-26%,-0.5,1,0%,1
COc1cccc(-c2cnc3c(NC(C)=O)cc(-c4ccc(OC)c(OC)c4)cn23)c1,6%,i,-7%,-33%[inhibitor],-0.9,51,nt,3
Cc1ccc(CC(=O)Nc2ccc(F)c([N+](=O)[O-])c2)cc1,7%,i,12%,-6%,-0.3,6,3%,2
CCOC(=O)c1c(C)[nH]c(C)c1C(=O)COC(=O)c1cccnc1Cl,3%,i,9%,-29%,2.9,-3,-4%,-2
O=C(NCc1ccco1)c1cc(-c2ccc(Cl)cc2)on1,7%,i,19%,?,0.5,-7,1%,13
Cc1cc(N=NC(=O)c2ccccc2O)c2ccccc2c1O,-2%,i,-23%,-34%[inhibitor],-0.1,-15,-12%,-2
COc1ccc(/C=N/n2c(C)cc(C)c(C(N)=O)c2=O)cc1,10%,i,2%,7%,0.2,-22,1%,-10
CCn1ccc(-c2ccccc2)c(C#N)c1=O,-3%,i,3%,i,0.6,3,0%,1
Cc1cc2c(c(SCC(=O)Nc3ccc(C)c(C)c3)n1)C(=O)OC2,-5%,i,10%,0%,-2.1,3,1%,0
O=C(CCCN1C(=O)S/C(=C\C=C\c2ccccc2)C1=O)Nc1ccc(O)cc1,1%,i,1%,-36%[inhibitor],0.3,6,-2%,11
